Screening data from PubChem BioAssay.
TNAP activators: human TNAP enzyme activators, primary screen, biochemical, luminescent, no phosphate acceptor, uHTS (AID 1001); purified TNAP, luminescent activation assay, no phosphate acceptor; higher activation fold means a stronger effect; activation fold at 20 µM; hits with a dose series show EC50 in µM; actives 0.03% (n = 200,000); in the data active = activation fold from about 3, or a potency from the dose series; inactive = the rest, 99 in 100 with activation fold below about 1.6; also: many of its hits are not listed in these tables
Insulin prom up: insulin promoter activators in MIN6 cells, imaging, high-content screening, mouse beta cells | MIN6 insulin promoter-GFP reporter; hits give high values | z-score at 5 µM | actives 0.3% (n = 190,000) | AID 1625, 2009;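 active = z-score above 3 at 5 µM with at least 500 cells counted in the well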
Lipid droplet: inhibitors of hepatocyte lipid droplet formation, primary screen, imaging, high-throughput imaging, BODIPY stain. inhibition, % at 6.5 µM. actives 0.4% (n = 240,000). AID 1656, 2009. AML12 mouse hepatocytes, oleate lipid droplets;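 active = lipid droplet intensity inhibited by at least 50%, with more than 500 cells counted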
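System: AML12 hepatocytes (mouse). Probe or stimulus: oleic acid at 100 µM to induce lipid droplet formation. Times: overnight treatment with compound plus oleate. Detection: Image-based BODIPY and DAPI two-channel analysis. Evaluation: percent inhibition of filter-corrected integrated lipid droplet intensity per well.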
human PMI inhibition: inhibitors of human PMI, primary screen, biochemical, fluorescence intensity, coupled assay (AID 1209) | inhibition, % at 20 µM; hits with a dose series show IC50 in µM | actives 0.42% (n = 190,000) | purified PMI enzyme, coupled fluorescence intensity; higher % means a stronger effect;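 also: plate controls were DMSO vehicle for no effect and wells lacking substrate for full effect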
PMI inhibition: human PMI inhibitors, high substrate, primary screen, biochemical, fluorescence intensity, high mannose 6-phosphate (AID 1220); Mannose-6-phosphate isomerase (Homo sapiens); recombinant PMI enzyme, coupled fluorescence intensity; higher % means a stronger effect; inhibition, % at 20 µM; hits with a dose series show IC50 in µM; actives 0.66% (n = 190,000)
bCat nuc transl: modulators of beta-catenin nuclear translocation, primary screen, imaging, HeLa cells, immunofluorescence, high-content | nuclear translocation activity, % at 5 µM | actives 0.3% (n = 190,000) | AID 1665, 2009;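 active = nuclear translocation activity above 50% at 5 µM, with a well cell count of 50 or more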;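 also: per-cell ratio of nuclear to cytoplasmic median beta-catenin stain intensity; plate controls were DMSO negative control for no effect and GSK-3 inhibitor IX positive control for full effect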
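test system = HeLa cells, endogenous beta-catenin | dosing = single 5 µM dose plus 0.02–20 µM confirmation series | times = compound treatment 24 h, 37°C, 5% CO2 | technique = beta-catenin immunofluorescence imaging with DAPI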
Autophagy mod: autophagy modulators in MEF cells, primary screen, imaging, high-content, MEF GFP-LC3. actives 0.98% (n = 190,000). MEF GFP-LC3 puncta imaging; test concentration mostly 10 µM. calls only at 10 µM (by protocol);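 active = percentage of spot-positive cells more than 3 SD above its plate mean, without a fluorescence outlier flag or 80% toxicity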;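 also: spot-positive cell cutoff set from DMSO-treated cells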
MT stabilize HCS: microtubule stabilizers in HeLa cells, primary screen, imaging, high-content imaging; HeLa tubulin immunostaining HCS, 24 h; share of cells brighter than vehicle mean+2SD; % tubulin-high responders, % at 10 µM; actives 0.83% (n = 200,000); AID 2205, 2009;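 active = plate Z-score above 3 for both tubulin-high and condensed-nucleus cell shares, with cell loss under 80%, at 10 µM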;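 also: anti alpha tubulin signal scored within the nucleus-defined area of each cell; some results filed as inactive read as strong as hits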
T cell modulator: modulators of CD8 T cell-vesicle binding, primary screen, mouse 2C CD8+ T cells, flow cytometry; 2C CD8+ T cell-vesicle binding; hits give low values; calls only at 7 µM; actives 0.068% (n = 330,000); AID 2052, 2009;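 active = response, share of CD8 T cells binding vesicles, and their 90th percentile fluorescence all below set limits, cut at about 80% in these data, passing the limit was not always enough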
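Also added: QL9-peptide-loaded Drosophila micro-vesicles bearing Ld, ICAM-1 and B7-1; Test system: purified 2C TCR transgenic mouse naive CD8+ T cells; Measured by: cytometric PE anti-B7-1 and Alexa647 anti-CD8 signals after 1% paraformaldehyde fixation; Timing: binding step 1.5 h, 37 °C, antibody labelling 20 min, ice.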
Insulin prom up cell count: recorded beside Insulin prom up, whose call it bears; cell count; measured here: cytotoxicity, nuclei count;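 total cells summed across four imaged fields per well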
Lipid droplet cells 6.5 µM: also measured in Lipid droplet; calls as there; cell count; measured here: cell count, cytotoxicity flag;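 cells counted across two imaged fields per well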
bCat nuc transl cell count 5 µM: also measured in bCat nuc transl; calls as there; cell count; measured here: cell count, cytotoxicity flag
T cell modulator vesicle-bound %: further read-out of T cell modulator, marked with its call; double positive events, %; measured here: CD8+ vesicle-bound cell fraction;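 binding gate set so that unloaded-vesicle control wells show 10% double positive cells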
MT stabilize HCS Hoechst-high %: recorded beside MT stabilize HCS, whose call it bears; % Hoechst-high responders; measured here: nuclear condensation Hoechst responders;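 share of cells brighter than vehicle mean plus two SD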
MT stabilize HCS cytotoxicity %: also measured in MT stabilize HCS; calls as there; toxicity, %; measured here: cytotoxicity by cell density;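 0% = mean cell density of plate MIN control wells and 100% = no cells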
Autophagy mod cell loss 18 h: recorded beside Autophagy mod, whose call it bears; toxicity, %; measured here: cell loss, nuclei count;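 cell loss after 18 h compound exposure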
* marks the source's active call; other numbers are inactive results; i = inactive; x = no result given; + = active, no number. Rule as the data show it, unless noted: active = inhibition above about 50%; inactive = the rest.

cpd	SMILES	Autophagy mod	T cell modulator	Insulin prom up cell count	Lipid droplet cells 6.5 µM	human PMI inhibition	T cell modulator vesicle-bound %	TNAP activators	Insulin prom up
1	C=CCC(C)(NCc1ccccc1)c1ccccc1 (stereo not given)	i	i	1800	632	6%	14	1.1	-0.3
2	COCCN(CC(=O)NCc1ccc2c(c1)OCO2)C(=O)CCC(=O)Nc1nccs1	i	i	1007	750	-3%	56	1.1	0.26
3	CC(=O)N1CCc2cc(C(=O)CN3CCN(c4ccccn4)CC3)ccc21	x	i	1038	682	x	48	x	0.47
4	CCc1nnc(NC(=O)CCC(=O)Nc2ccccc2)s1	i	i	1244	713	10%	47	1	-0.66
5	CCn1cc(C(=O)Nc2sc(C)c(C)c2C(=O)OC)cn1	i	i	1253	673	-7%	0	1.1	-0.4
6	COc1cc2nc(=S)n3[nH]c(CCn4c(C)nc5ccccc54)nc3c2cc1OC	i	i	1247	795	7%	34	1.1	-0.64
7	O=C(/C=C/c1cc([N+](=O)[O-])ccc1OC(F)F)NCc1ccc(Cl)cc1	i	i	814	697	8%	21	1.2	-0.69
8	CCN1CCN(C(=O)Cn2nc(-c3ccc(Cl)cc3)ccc2=O)CC1	i	i	1229	803	-9%	24	1.1	0.47

cpd	Autophagy mod cell loss 18 h	PMI inhibition	bCat nuc transl cell count 5 µM	MT stabilize HCS cytotoxicity %	MT stabilize HCS	bCat nuc transl	MT stabilize HCS Hoechst-high %	Lipid droplet
1	7	5%	1037	3.5	3.5	-1.2	1.8	-1
2	-5	4%	1145	3.5	2.9	-2.5	1.7	5
3	x	x	1344	x	x	-0.2	x	-1
4	-5	8%	x	6.3	3.8	x	3.2	9
5	0	-2%	560	2.1	3.0	-2.1	2.1	-10
6	-3	0%	1070	4.2	5.6	0.2	2.8	10
7	1	8%	x	6.1	1.4	x	1.3	0
8	33	-13%	1092	3.5	2.8	-1.0	0.9	15

Grouped by structure, those above containing a halogen.
cpd	SMILES	Autophagy mod	T cell modulator	Insulin prom up cell count	Lipid droplet cells 6.5 µM	human PMI inhibition	T cell modulator vesicle-bound %	TNAP activators	Insulin prom up
7	O=C(/C=C/c1cc([N+](=O)[O-])ccc1OC(F)F)NCc1ccc(Cl)cc1	i	i	814	697	8%	21	1.2	-0.69
8	CCN1CCN(C(=O)Cn2nc(-c3ccc(Cl)cc3)ccc2=O)CC1	i	i	1229	803	-9%	24	1.1	0.47

cpd	Autophagy mod cell loss 18 h	PMI inhibition	bCat nuc transl cell count 5 µM	MT stabilize HCS cytotoxicity %	MT stabilize HCS	bCat nuc transl	MT stabilize HCS Hoechst-high %	Lipid droplet
7	1	8%	x	6.1	1.4	x	1.3	0
8	33	-13%	1092	3.5	2.8	-1.0	0.9	15

(more compounds)
cpd	SMILES	Autophagy mod	T cell modulator	Insulin prom up cell count	Lipid droplet cells 6.5 µM	human PMI inhibition	T cell modulator vesicle-bound %	TNAP activators	Insulin prom up
9	Cc1cccc(N2C(=O)C(O)=C(C(=O)c3cccs3)C2c2cccc(Oc3ccccc3)c2)n1 (stereo not given)	x	i	1122	721	x	16	x	0.03
10	Oc1ccc(-c2csc(Nc3ncccn3)n2)cc1	i	i	1005	644	-5%	58	0.8	0
11	O=C(N/N=C\c1cc([N+](=O)[O-])ccc1N1CCOCC1)c1ccccn1	i	i	1574	665	-4%	55	1.3	-0.18
12	COc1cccc(CNC(=S)Nc2cc(OC)ccc2OC)c1	i	i	1572	664	-1%	57	1.1	1
13	CC1C2(C)OCC(C#N)(C(=N)O2)C1(C#N)C#N (stereo not given)	x	i	1362	743	x	15	x	-0.03
14	Cc1cc(/C=C2/SC(=O)N(CC(=O)OC(C)C)C2=O)c(C)n1C	i	i	x	798	8%	62	1.2	x
15	CCOC(=O)N1CCN(S(=O)(=O)c2c(C)cc(C)cc2C)CC1	i	i	1123	x	11%	15	1.1	0.19
16	Cc1ccc(CNC(=O)c2ccccc2NC(=O)CSc2nnnn2C)cc1	+	i	1362	x	0%	23	1.1	0

cpd	Autophagy mod cell loss 18 h	PMI inhibition	bCat nuc transl cell count 5 µM	MT stabilize HCS cytotoxicity %	MT stabilize HCS	bCat nuc transl	MT stabilize HCS Hoechst-high %	Lipid droplet
9	x	x	1321	x	x	-1.2	x	6
10	31	7%	1046	4.8	4.8	0.5	2.2	3
11	-22	-2%	1127	7.7	3.3	0.3	2.3	-3
12	21	-4%	1123	5.3	2.0	-5.6	1.8	30
13	x	x	1175	x	x	2.7	x	0
14	-2	10%	x	7.1	1.8	x	0.9	6
15	0	16%	963	12	1.7	-1.7	3.0	x
16	-1.9*	-2%	1347	6.8	4.4	2.3	1.8	x

Retrieved one by one from above:
cpd	SMILES	Autophagy mod	T cell modulator	Insulin prom up cell count	Lipid droplet cells 6.5 µM	human PMI inhibition	T cell modulator vesicle-bound %	TNAP activators	Insulin prom up
15	CCOC(=O)N1CCN(S(=O)(=O)c2c(C)cc(C)cc2C)CC1	i	i	1123	x	11%	15	1.1	0.19
13	CC1C2(C)OCC(C#N)(C(=N)O2)C1(C#N)C#N (stereo not given)	x	i	1362	743	x	15	x	-0.03

cpd	Autophagy mod cell loss 18 h	PMI inhibition	bCat nuc transl cell count 5 µM	MT stabilize HCS cytotoxicity %	MT stabilize HCS	bCat nuc transl	MT stabilize HCS Hoechst-high %	Lipid droplet
15	0	16%	963	12	1.7	-1.7	3.0	x
13	x	x	1175	x	x	2.7	x	0

Following part.
cpd	SMILES	Autophagy mod	T cell modulator	Insulin prom up cell count	Lipid droplet cells 6.5 µM	human PMI inhibition	T cell modulator vesicle-bound %	TNAP activators	Insulin prom up
17	Cc1cccc(S(=O)(=O)NCCc2cn3ccccc3n2)c1	i	i	1713	693	-2%	56	1.1	-0.8
18	O=C(c1ccccc1)c1ccc(OCCCCN2CCCCC2)cc1	i	i	957	762	4%	23	1.1	-0.95
19	Cn1ncc(Cl)c1C(=O)Nc1ccncc1	i	i	x	731	3%	12	1.1	x
20	C=CCn1c(SCn2nnc3ccccc3c2=O)nc2scc(-c3cccs3)c2c1=O	i	i	x	x	6%	18	1.1	x
21	CC(Oc1ccc(-c2ccccc2)c(F)c1)c1ccn(S(=O)(=O)c2ccc(Br)cc2)n1 (stereo not given)	i	i	x	x	7%	46	1.1	x
22	COc1ccc(N2CCN(C(CNC(=O)C(=O)NCCCn3ccnc3)c3cccnc3)CC2)cc1 (stereo not given)	i	i	1249	709	-1%	39	1.1	0.11
23	COc1ccc(NC(=O)CCN2CCN(S(=O)(=O)c3cc(Cl)ccc3Cl)CC2)cc1	i	i	821	751	4%	37	1.1	-0.07
24	COCCn1c(=NC(=O)/C=C/c2cccs2)sc2cc(NC(C)=O)ccc21	i	i	1403	527	12%	32	1.1	0.42

cpd	Autophagy mod cell loss 18 h	PMI inhibition	bCat nuc transl cell count 5 µM	MT stabilize HCS cytotoxicity %	MT stabilize HCS	bCat nuc transl	MT stabilize HCS Hoechst-high %	Lipid droplet
17	2	0%	1016	6.6	3.5	2.4	1.6	-18
18	-3	-3%	1152	8.7	1.3	2.1	1.6	1
19	2	-3%	x	1.9	1.8	x	1.2	-10
20	-5	2%	1141	11	2.3	-1.7	1.7	x
21	7	6%	x	12	1.7	x	1.5	x
22	4	5%	1077	5.8	3.5	0.7	2.5	38
23	5	-2%	1097	8.4	2.4	-3.7	1.4	1
24	9	1%	1062	12	3.9	0.7	3.4	-12

The list continues:
cpd	SMILES	Autophagy mod	T cell modulator	Insulin prom up cell count	Lipid droplet cells 6.5 µM	human PMI inhibition	T cell modulator vesicle-bound %	TNAP activators	Insulin prom up
25	COc1ccc(C2CC(c3ccccc3)=NN2C(=O)COC(=O)c2cc(S(=O)(=O)N3CCOCC3)ccc2Cl)cc1 (stereo not given)	i	i	1187	586	5%	43	1	-0.22
26	CCCCc1c(C)nc2ccccc2c1SCCC(=O)O	i	i	1560	680	0%	38	1.1	0.11
27	CCS(=O)(=O)N1CCC(C(=O)NCCCN2CCCC2)CC1	i	i	1584	x	-3%	35	1.1	-0.44
28	S=C1N(c2ccccc2)C(c2ccc(Br)cc2)N2CCCN12 (stereo not given)	x	i	1401	702	x	30	x	-0.18
29	C=CCn1c(=O)c2c3c(sc2n2c(Nc4ccccc4)nnc12)CCCC3	i	i	927	755	18%	58	1.1	-0.1
30	CCOc1ccc(/C=N/NC(=O)CSc2n[nH]c(=O)[nH]c2=O)cc1OC	i	i	1501	721	-8%	56	1.2	-0.48
31	Cc1cccc(C)c1OCC(=O)OC/C(O)=C(\C#N)c1nc2ccccc2[nH]1	i	i	1422	635	-2%	55	1.7	-0.23
32	CS(=O)(=O)N(CCC#N)Cc1ccc(C=O)o1	i	i	x	779	1%	53	1.1	x
33	CCCn1ncc(CN2CCC(CO)(CC3CCCCO3)CC2)c1C (stereo not given)	i	i	1442	695	15%	55	1	0.53

cpd	Autophagy mod cell loss 18 h	PMI inhibition	bCat nuc transl cell count 5 µM	MT stabilize HCS cytotoxicity %	MT stabilize HCS	bCat nuc transl	MT stabilize HCS Hoechst-high %	Lipid droplet
25	4	3%	917	9.1	2.8	3.2	4.0	-16
26	8	-4%	1087	0.9	3.8	-3.9	2.6	-10
27	42	-4%	1379	15	3.5	-0.5	2.8	x
28	x	x	939	x	x	3.4	x	7
29	-4	10%	1125	11	1.4	-1.9	2.6	-2
30	15	-4%	1074	5.3	2.3	-6.4	1.9	0
31	34	-2%	1207	3.0	6.9	-0.3	1.6	-26
32	25	-4%	1026	4.6	1.7	-2.6	1.0	9
33	-8	7%	1120	10	1.8	0.2	1.8	-3
